APE1 inh: APE1 (human) endonuclease inhibition; P27695; recombinant APE1, TAMRA/BHQ-2 abasic DNA cleavage fluorescence; Potency, µM (doses to about 65.8 µM), for inactives: at the highest dose activity change, negative = inhibition, hits mostly inhibitors; hit rate 0.35% among 350,000;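 also: plate controls were vehicle for no effect and reference inhibitor for full effect; nearly all actives have a fitted effect of over 55% in size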
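Activity was derived from the fluorescence gain between first and third kinetic reads (60 s intervals, ex 525/em 598 nm) after 50 nM THF-abasic TAMRA/BHQ-2 duplex was added to 0.75 nM APE1 preincubated 15 min with compound.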
Apoferritin bind: binds horse apoferritin like a general anesthetic. Potency, µM (top dose mostly 77.5 µM), for inactives: at the top dose activity change, negative = displacement, actives largely listed as inhibitors. P02791. hit rate 0.074% among 350,000. apoferritin/1-aminoanthracene competitive binding, fluorescence; also: % is scaled to controls: 0 for no effect and ±100 for the full control effect; nearly all actives have a fitted effect of over 20% in size
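Probe: 1-aminoanthracene (50% saturated, PBS). Protein: horse-spleen apoferritin, 10 uM. Incubation: 10 min, room temperature. Detection: 380 nm excitation, 535 nm emission. Analysis: normalized response, four-parameter Hill.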
BAZ2B inh: BAZ2B (human) inhibition; AlphaScreen BAZ2B-H3K14Ac peptide displacement; Potency, µM (doses to about 114 µM), without a hit: at the top dose activity change, negative = inhibition, actives largely listed as inhibitors; hit rate 4.4% among 360,000; AID 504333; Q9UIF8; also: % is scaled to controls: 0 for no effect and ±100 for the full control effect; nearly all actives have a fitted effect of over 60% in size
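AlphaScreen displacement of biotin-H3(5-23)K14Ac peptide (50 nM final) from BAZ2B (50 nM final) in PBS pH 7.4, 0.01% Tween-20; complex preformed 30 min RT, then compounds (top 110 uM) 30 min RT, beads 20 min dark.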
POLH inh: inhibitors of human DNA polymerase eta; Potency, µM (doses to about 114 µM), inactives show top-dose activity change, negative = inhibition, actives largely listed as inhibitors; hit rate 1.2% among 390,000; recombinant Pol eta, fluorescent DNA replication assay; also: % is scaled to controls: 0 for no effect and ±100 for the full control effect
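Fluorescent replication assay: 50 nM final substrate added after a 15 min room-temperature compound preincubation with 10 nM enzyme. Signal taken at 0 min and again at 10 min.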
BLM helicase inh: inhibitors of human Bloom syndrome helicase BLM. recombinant BLM DNA unwinding, fluorescence dequenching. Potency, µM (doses to about 56.1 µM), without a hit: top-dose activity change, negative = inhibition, most hits filed as inhibitors. hit rate 0.2% among 350,000. AID 2528;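 also: plate controls were vehicle for no effect and no enzyme for full effect; nearly all actives have a fitted effect of over 35% in size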
Target sequence (P54132 whole entry, looked up): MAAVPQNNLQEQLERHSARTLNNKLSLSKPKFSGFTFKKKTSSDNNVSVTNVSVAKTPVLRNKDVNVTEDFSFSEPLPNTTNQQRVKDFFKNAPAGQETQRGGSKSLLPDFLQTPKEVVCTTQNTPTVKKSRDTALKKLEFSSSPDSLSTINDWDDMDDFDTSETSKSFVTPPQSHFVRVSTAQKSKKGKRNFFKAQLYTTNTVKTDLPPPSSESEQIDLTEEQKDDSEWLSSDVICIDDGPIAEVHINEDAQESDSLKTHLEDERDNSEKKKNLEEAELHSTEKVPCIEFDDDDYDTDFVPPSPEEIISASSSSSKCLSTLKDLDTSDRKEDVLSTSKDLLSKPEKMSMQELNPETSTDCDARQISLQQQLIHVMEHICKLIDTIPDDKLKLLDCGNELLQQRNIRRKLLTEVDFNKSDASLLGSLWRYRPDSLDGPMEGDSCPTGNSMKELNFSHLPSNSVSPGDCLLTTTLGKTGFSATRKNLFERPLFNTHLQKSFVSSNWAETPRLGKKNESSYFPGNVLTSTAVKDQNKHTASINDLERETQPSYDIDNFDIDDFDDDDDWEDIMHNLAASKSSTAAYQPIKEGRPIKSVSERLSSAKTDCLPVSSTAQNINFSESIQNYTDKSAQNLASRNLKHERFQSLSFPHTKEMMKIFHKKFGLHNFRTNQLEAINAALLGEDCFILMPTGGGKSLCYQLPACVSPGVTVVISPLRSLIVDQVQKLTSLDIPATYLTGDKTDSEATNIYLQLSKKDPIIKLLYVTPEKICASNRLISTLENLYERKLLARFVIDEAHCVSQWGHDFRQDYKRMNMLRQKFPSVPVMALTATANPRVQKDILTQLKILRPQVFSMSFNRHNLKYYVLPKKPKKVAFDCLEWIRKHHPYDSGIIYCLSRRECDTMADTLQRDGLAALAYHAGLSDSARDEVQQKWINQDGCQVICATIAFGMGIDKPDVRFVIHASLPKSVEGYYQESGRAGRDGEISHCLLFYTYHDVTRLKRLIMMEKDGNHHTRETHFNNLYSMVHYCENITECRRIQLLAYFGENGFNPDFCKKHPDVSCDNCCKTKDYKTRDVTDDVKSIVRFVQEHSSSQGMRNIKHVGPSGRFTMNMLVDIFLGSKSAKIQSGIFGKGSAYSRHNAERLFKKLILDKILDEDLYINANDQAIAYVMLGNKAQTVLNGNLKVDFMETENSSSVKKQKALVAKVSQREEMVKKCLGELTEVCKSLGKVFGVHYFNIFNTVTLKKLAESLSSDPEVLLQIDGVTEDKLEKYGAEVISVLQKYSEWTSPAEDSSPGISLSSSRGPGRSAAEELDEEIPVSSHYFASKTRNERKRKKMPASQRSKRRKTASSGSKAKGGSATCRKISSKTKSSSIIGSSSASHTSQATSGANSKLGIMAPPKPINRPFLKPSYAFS
Pol beta inh: inhibitors of human DNA polymerase beta. Pol beta primer extension/strand displacement, fluorescence kinetic. hit rate 1.3% among 340,000. Potency, µM (series often up to 114 µM), without a hit: at the highest dose activity change, negative = inhibition, hits mostly inhibitors; also: % is scaled to controls: 0 for no effect and ±100 for the full control effect
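Homogeneous kinetic assay of primer extension and strand displacement by 10 nM Pol beta, preincubated 15 min at room temperature with compound before 50 nM substrate (final) was added. Read at 0 and 10 min; four-parameter Hill fit.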
POLI inh: inhibitors of human DNA polymerase iota | Q9UNA4 | Pol iota fluorescent replication assay, 10 min | Potency, µM (titrated, usually from 115 µM), inactives show top-dose activity, negative = inhibition, hits mostly inhibitors | hit rate 1% among 390,000 | AID 588590
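Pol iota at 10 nM preincubated 15 min with compounds at room temperature; reaction started with fluorescent substrate, 50 nM final. Fluorescence read kinetically at 0 and 10 min; buffer-only wells as negative control.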
POLK inh: blocks human DNA polymerase kappa activity | Q9UBT6 | purified Pol kappa, fluorescent DNA synthesis assay, 10 min | Potency, µM (titrated, usually from 107 µM), without a hit: at the highest dose activity, negative = inhibition, usual class: inhibitors | hit rate 0.53% among 400,000 | AID 588579; also: % is scaled to controls: 0 for no effect and ±100 for the full control effect
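First, compounds were pin-transferred onto 10 nM Pol kappa. After 15 min at room temperature, substrate was added to 50 nM final. Fluorescence was then measured kinetically at 0 and 10 min.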
G9a inh: blocks human histone lysine methyltransferase G9a | Q96KQ7 | G9a H3K9 monomethylation, AlphaScreen, 2 h | Potency, µM (titrated, usually from 102 µM), for inactives: at the top dose activity, negative = inhibition, hits mostly inhibitors | hit rate 8.8% among 350,000 | AID 504332; also: % is scaled to controls: 0 for no effect and ±100 for the full control effect; nearly all actives have a fitted effect of over 75% in size
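Enzyme 20 nM + cpd, 15 min RT; add b-H3K9 pep 500 nM / SAM 20 uM; 2 h RT; anti-H3K9me1 Ab 0.5 ug/mL + SA donor / anti-rabbit acceptor beads 20 ug/mL each, 10 min; AlphaScreen read.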
Active calls of the source: *; ? = inconclusive; . = no result given; & = joins results of further samples; [ ] = another dose, or the depositor's remark. Calls follow the shape of the dose curve; as a rule, active = well fitted curve in the direction sought with a large enough effect; inconclusive = small, poorly fitted or top-dose-only effect, or another doubt; inactive = no such curve, though single readings can be large; an effect the other way counts as inactive or inconclusive. Potency is read from the fitted curve at half-maximal effect.

SMILES	APE1 inh	Apoferritin bind	BAZ2B inh	POLH inh	BLM helicase inh	Pol beta inh	POLI inh	POLK inh	G9a inh
Cc1cc(C)cc(NC(=O)NCc2c(-n3cccc3)sc3c2CCCC3)c1	.	-2%	-13%	-10%	-3%	4%	12%	7%	-45%[59 µM]
Cc1ccc(S(=O)(=O)N2CCC(=O)N(CCOCc3ccc(C(F)(F)F)cc3)CC2)cc1	1%&2%	-22%&-11%	4%	-30%	-9%[75.6 µM]	-11%	33%[activator]	-11%[60.1 µM]	17%[59 µM]
CCN1c2ccc(S(=O)(=O)N3CCOCC3)cc2N(Cc2ccc(OC)cc2)C1C (stereo unspecified)	-5%	-17%	-19%	-18%	-6%	?	21%	7%	-37%
COc1cccc(CNC(=O)C2CCN(Cc3cnn(-c4ccccc4)c3-n3cccc3)CC2)c1	-3%	-20%	-26%	-1%	1%	15%	-1%	-10%	16%[2.33 µM]
Cc1cnc(C(=O)NC2CCSc3ccccc32)cn1 (stereo unspecified)	16%	-18%	-26%	-3%	-6%	?	-4%	-3%	45µM*
CC(OC(=O)Cc1n[nH]c(=O)c2ccccc12)C(=O)Nc1ccc(F)cc1Cl (stereo unspecified)	6%	.	11%	-18%	.	.	9%	5%	17%[0.501 µM]
CC(=O)Oc1ccc2oc3c(c2c1)C(=O)CCC3	-1%	-14%	3%	-9%	0%	2%	42%[activator]	?	?
O=C(NCc1ccc2c(c1)OCO2)C1CCCN1C(=O)Nc1ccccc1 (stereo unspecified)	13%	-6%	-7%	-3%	-1%	10%	3%	-8%	-13%[59 µM]
Cc1onc(-c2ccccc2)c1NC(=O)Nc1c(-c2ccccc2)noc1C	3%	-1%	-1%	-3%	-3%	2%	33%[activator]	-6%	-1%
Cc1ccc(Cl)cc1NC(=O)C1CCCN(S(C)(=O)=O)C1 (stereo unspecified)	6%	-8%	-10%	-13%	-6%	45%	10%	-5%	-8%
O=C(COc1ccc(Cl)cc1Cl)NC(=O)N1CCOCC1	-1%	4%	7%	6%	0%	-17%	22%	-27%	18%[59 µM]
COc1ccc(C(=O)Nc2ccc(CN3CCOCC3)cc2)cc1	-2%	-11%	6%	-7%	3%	1%	15%	-2%	40%[12.7 µM]
COCCn1c(SCC(=O)c2ccc(OC)cc2)nc2cc(C(=O)NC3CCCC3)ccc2c1=O	.	0%	3%	-9%	0%	4%	-15%	-12%	-5%[59 µM]
CCN(CC)S(=O)(=O)c1ccc(OC)c(NC(=O)CSc2ccccc2)c1	-6%	-16%	-6%	-5%	-8%	19%	-2%	-10%	5%
CCOC(=O)c1sc(NC(=O)CSc2nnc(-c3ccco3)o2)c(C(=O)OCC)c1C	0%	-4%	-2%	-6%	-3%	5%	-19%	-4%	-14%[59 µM]

In another format: 4 of the compounds above
Molecule | APE1 inh | Apoferritin bind | BAZ2B inh | POLH inh | BLM helicase inh | Pol beta inh | POLI inh | POLK inh | G9a inh
O=C(COc1ccc(Cl)cc1Cl)NC(=O)N1CCOCC1 | -1% | 4% | 7% | 6% | 0% | -17% | 22% | -27% | 18%[59 µM]
Cc1cnc(C(=O)NC2CCSc3ccccc32)cn1 (stereo unspecified) | 16% | -18% | -26% | -3% | -6% | ? | -4% | -3% | 45µM*
CC(=O)Oc1ccc2oc3c(c2c1)C(=O)CCC3 | -1% | -14% | 3% | -9% | 0% | 2% | 42%[activator] | ? | ?
Cc1ccc(S(=O)(=O)N2CCC(=O)N(CCOCc3ccc(C(F)(F)F)cc3)CC2)cc1 | 1%&2% | -22%&-11% | 4% | -30% | -9%[75.6 µM] | -11% | 33%[activator] | -11%[60.1 µM] | 17%[59 µM]

Additional results follow.
SMILES	APE1 inh	Apoferritin bind	BAZ2B inh	POLH inh	BLM helicase inh	Pol beta inh	POLI inh	POLK inh	G9a inh
O[C@H]1[C@H]2c3cc4c(cc3CN3CCC(=C[C@@H]1O)[C@H]23)OCO4	-2%	-10%	.	.	.	.	.	-5%[19.4 µM]	?
O=C(O)c1ccc(CNCc2ccccc2F)cc1	1%	0%	1%	-16%	4%	10%	77%[activator]	-1%	10%[0.501 µM]
COc1ccc(Br)c2c1-c1nc(NC(=O)c3ccccc3F)sc1C2	.	-10%	-1%	.	-6%	?	-2%	-19%	-46%[59 µM]
CCCCCCCCNC(=O)CCNC(=O)c1ccc(C(C)(C)C)cc1	-6%	?	4%	-17%	-14%	-21%	8%	-14%	6%[12.7 µM]
COc1ccc(N2C(=O)C(CC(=O)Nc3ccccc3)N(CCc3ccc(OC)c(OC)c3)C2=O)cc1 (stereo unspecified)	2%	-19%	.	-15%	-2%	38%[activator]	30%	6%	11%
CC(OC(=O)c1ccc2c(c1)OCO2)C(=O)NC1CCCCC1C (stereo unspecified)	0%	.	-3%	-9%	.	.	30%[activator]	-5%	28µM*
Cn1cccc1CC(=O)N/N=C/c1cc([N+](=O)[O-])ccc1Cl	1%	-18%	?	-20%	-10%	-8%	-6%	-12%	45µM*
CCOC(=O)CCCNC(=O)CCNC(=O)c1ccc(OCC(C)C)cc1	3%	-9%	3%	3%	-1%	22%	64%[activator]	-4%	8%
COc1ccccc1OCC(=O)Nc1cc(C(F)(F)F)ccc1-n1cncn1	20%	.	0%	-24%	.	.	24%	3%	45µM*
O=S(=O)(c1ccc2c(c1)OCCO2)N1CCC(c2nc3ccccc3[nH]2)CC1	-2%	4%	3%	2%	0%	2%	30%	1%	-30%[12.7 µM]
NC(=O)Cc1ccc(C(=O)CSc2nnc(-c3ccncc3)n2C2CC2)s1	-41%	.	.	13µM*	.	.	14µM*	79µM*	.
CCNC(=O)C12CCC(C)(c3nc4cc(C)c(C)cc4nc31)C2(C)C (stereo unspecified)	0%	-14%	-15%	-20%	-2%	-6%	95%[activator]	3%	-11%
CCOc1nc(-c2ccccc2)ccc1-c1noc(-c2cccs2)n1	17%	-8%	1%	-14%	-4%	12%	-7%	6%	18%[0.0925 µM]
COc1cc(-c2nnc(SCC(=O)/C(C#N)=C(\C)N)o2)cc(OC)c1OC	11%	-8%	-8%	-7%	-2%	24%	2%	-18%	-9%[0.501 µM]
O=C(CSC1CC(=O)N(c2ccc(C(=O)O)cc2)C1=O)Nc1ccc2ccccc2c1 (stereo unspecified)	7%	-6%	2%	-6%	-1%	10%	30%	9%	.
COc1ccc(C)cc1N(CC(=O)N1CCC(C)CC1)S(=O)(=O)c1ccc(C)cc1	.	0%	-1%	4%	-2%	4%	5%	3%	-38%[59 µM]
Cc1cc(NC(=O)C(=O)c2cn(C)c3ccccc23)no1	-2%	-10%	-2%	-7%	-3%	20%	55%[activator]	-3%	8%[59 µM]
CC(=O)Nc1ccccc1N(CC(O)Cn1c2ccccc2c2ccccc21)S(=O)(=O)c1ccc(C)cc1 (stereo unspecified)	?	2%	-33%	-28%	-15%	0%	53%[activator]	-5%	?
Cc1nc2cc(NC(=O)c3ccco3)ccc2n1C	47%[activator]	0%	8%	-15%	1%	-2%	-5%	6%	49%[activator]
O=C(Nc1cccc2ncccc12)C12CC3CC(CC(C3)C1)C2	-2%	-22%	?	-13%	-3%	12%	25%	-14%	-12%
CC(NC(=O)C(c1ccccc1)c1ccccc1)c1ccc(S(N)(=O)=O)cc1 (stereo unspecified)	51%[activator]	5%	0%	-22%	-10%	-21%	14%	2%	?
O=C(CN1C(=O)CSC1=O)N1CCCCC1	4%	-1%	13%	2%	2%	11%	-2%	-1%	15%[59 µM]
CS(=O)(=O)N1CCN(c2ccc(NC(=O)c3ccccc3)cc2)CC1	13%	-4%	.	-14%	2%	87%	50%[activator]	2%	20%
COc1cc(/C=N/NC(=O)CCC(=O)Nc2ccc(Br)cc2)ccc1O	-7%	-11%	-16%	-6%	-3%	0%	148%[activator]	-1%	19%
Cc1ccc(CNC(=O)Cn2c([N+](=O)[O-])cnc2C)cc1	-6%	9%	-4%	10%	1%	-1%	20%	-10%	15%[59 µM]

In the list so far, 2 have an NH in an aromatic ring:
SMILES	APE1 inh	Apoferritin bind	BAZ2B inh	POLH inh	BLM helicase inh	Pol beta inh	POLI inh	POLK inh	G9a inh
CC(OC(=O)Cc1n[nH]c(=O)c2ccccc12)C(=O)Nc1ccc(F)cc1Cl (stereo unspecified)	6%	.	11%	-18%	.	.	9%	5%	17%[0.501 µM]
O=S(=O)(c1ccc2c(c1)OCCO2)N1CCC(c2nc3ccccc3[nH]2)CC1	-2%	4%	3%	2%	0%	2%	30%	1%	-30%[12.7 µM]

An excerpt (hit frequency here may not be typical).
